Compound activity deposited in PubChem BioAssay by several laboratories.
Tat transport: inhibitors of E. coli Tat protein transport. E. coli MC4100 TorA-mCherry Tat export, fluorescence. actives 0.036% (n = 340,000). inhibition, % at 10 µM;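 active means mean replicate inhibition at least 50% and at least half of replicates individually reaching 50%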;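 further: exported cargo escapes ClpAP degradation while cytoplasmic cargo is degraded and loses fluorescence; 0% = median of neutral control wells and 100% = median of NaSCN control wells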
AddAB inh: less growth of phage-infected E. coli with AddAB; E. coli expressing H. pylori AddAB, absorbance growth; inhibition, % at 11.9 µM; actives 0.29% (n = 330,000); in the data active means inhibition above about 12%;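 further: 0% = vehicle wells of infected cells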
PfHsp90 yeast 2: inhibits growth of yeast expressing Plasmodium falciparum Hsp90; S. cerevisiae expressing PfHsp90, BacTiter-Glo ATP, 48 h; yeast lacking PDR1 and PDR3 efflux regulators; actives 0.32% (n = 310,000); inhibition, % at 9.4 µM; AID 504621;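 active means every replicate shows inhibition above about 80%, whatever the replicate mean, limit read from the data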;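 further: 0% = DMSO neutral controls and 100% = 20 µM radicicol positive controls; yeast relying on Plasmodium falciparum Hsp90 in place of its own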
CAL PDZ inh: human CAL PDZ-peptide interaction inhibition; Q9HD26; inhibition, % at 20 µM; purified CAL PDZ, TMR-peptide fluorescence polarization, 1 h; actives 0.02% (n = 330,000);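 active means highest replicate inhibition of at least 40%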;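 further: plate controls were DMSO neutral control wells for no effect and unlabeled competitor peptide control wells for full effect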
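Material – purified CerCALP PDZ construct · Detection – FP readout, S and P plane fluorescence · Measure – percent inhibition from loss of millipolarization · Controls – unlabelled peptide for full inhibition, DMSO wells as neutral · Probe or stimulus – TMR-labelled reporter peptide T*-PRC34 bound in PDZ groove · Times – 1 h at RT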
DAGLB inhibitor: diacylglycerol lipase beta (human) inhibition; Q8NCG7; HEK293T DAGLB membrane lysate, EnzChek fluorogenic substrate; inhibition, % at 5.17 µM; actives 0.059% (n = 340,000); AID 504411; in the data active means inhibition above about 34%;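 further: 0% = enzyme with vehicle and 100% = wells lacking enzyme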
Target sequence (Q8NCG7 whole entry, looked up): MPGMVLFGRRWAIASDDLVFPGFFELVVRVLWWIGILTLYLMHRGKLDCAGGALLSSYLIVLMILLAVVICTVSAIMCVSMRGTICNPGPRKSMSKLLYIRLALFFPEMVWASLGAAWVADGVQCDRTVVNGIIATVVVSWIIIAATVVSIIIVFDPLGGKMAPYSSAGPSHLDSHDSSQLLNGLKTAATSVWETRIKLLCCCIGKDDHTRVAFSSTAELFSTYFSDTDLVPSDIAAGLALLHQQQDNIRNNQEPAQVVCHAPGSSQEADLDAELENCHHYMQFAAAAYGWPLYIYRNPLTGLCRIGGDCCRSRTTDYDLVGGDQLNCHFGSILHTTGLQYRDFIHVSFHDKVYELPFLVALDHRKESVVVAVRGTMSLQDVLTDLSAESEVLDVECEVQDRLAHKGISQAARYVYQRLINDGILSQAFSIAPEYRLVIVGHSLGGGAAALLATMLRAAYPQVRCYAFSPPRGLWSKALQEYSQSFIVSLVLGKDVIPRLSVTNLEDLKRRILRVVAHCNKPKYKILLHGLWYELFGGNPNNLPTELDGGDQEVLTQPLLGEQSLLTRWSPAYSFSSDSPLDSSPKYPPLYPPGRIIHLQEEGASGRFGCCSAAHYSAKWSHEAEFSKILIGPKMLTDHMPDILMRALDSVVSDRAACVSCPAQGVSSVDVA
Wnt bcat act: activators of Wnt/beta-catenin signaling. activation, % at 9.35 µM. Wnt/beta-catenin reporter cell assay, activator, plate reader. actives 1.2% (n = 300,000); in the data active means activation above about 30%, passing the limit was not always enough;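 further: 0% = neutral control wells and 100% = positive control wells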
phage Ecoli inh: E. coli growth loss with phage present. growth absorbance. inhibition, % at 11.9 µM. actives 0.26% (n = 360,000); in the data active means inhibition above about 11%
E coli growth: counter-screen for AddAB inhibitors: E. coli growth inhibition; actives 0.27% (n = 330,000); E. coli V3065 growth, OD600 absorbance, 18 h; inhibition, % at 11.9 µM;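 active means inhibition above the campaign's mean inhibition across all tested compounds plus 3 SD, cut at about 9.9% in these data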;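 further: uninfected addAB+ strain grown without phage in ampicillin broth; 0% = DMSO wells and 100% = ciprofloxacin 0.95 µg/ml wells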
PvdQ inh: blocks Pseudomonas aeruginosa PvdQ acylase activity; purified PvdQ acylase, fluorescence plate reader; inhibition, % at 10 µM; actives 0.063% (n = 340,000); AID 488965; in the data active means inhibition above about 30%, passing the limit was not always enough;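 further: 0% = vehicle neutral wells and 100% = reference inhibitor wells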
Rtt109 Vps75: C. albicans Rtt109 histone acetyltransferase inhibition. inhibition, % at 34.9 µM. actives 0.16% (n = 330,000). purified Rtt109/Vps75, ThioGlo CoA-SH fluorescence, 4 h. AID 540336. Q5AAJ8;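 active means inhibition of at least 50% in every replicate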
Target sequence (Q5AAJ8 whole entry, looked up): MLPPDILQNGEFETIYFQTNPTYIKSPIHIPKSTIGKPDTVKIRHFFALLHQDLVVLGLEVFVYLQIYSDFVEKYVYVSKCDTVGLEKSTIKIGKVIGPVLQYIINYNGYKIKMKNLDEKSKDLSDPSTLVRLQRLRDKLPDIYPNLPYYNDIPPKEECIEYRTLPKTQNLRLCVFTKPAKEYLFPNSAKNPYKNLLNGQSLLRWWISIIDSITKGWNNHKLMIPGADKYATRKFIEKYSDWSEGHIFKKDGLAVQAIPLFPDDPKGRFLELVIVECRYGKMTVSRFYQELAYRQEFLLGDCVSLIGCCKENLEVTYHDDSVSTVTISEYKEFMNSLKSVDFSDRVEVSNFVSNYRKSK
* = called active by the depositor; . = no result given.

Order of values – Tat transport | AddAB inh | PfHsp90 yeast 2 | CAL PDZ inh | DAGLB inhibitor | Wnt bcat act | phage Ecoli inh | E coli growth | PvdQ inh | Rtt109 Vps75
- COc1ccc([C@H]2C=C3CN(C(=O)OC(C)(C)C)S(=O)(=O)[C@H]3C[C@H]2OC(=O)c2ccc(C(F)(F)F)cc2)cc1
→ -8 | -0.6 | -10 | -1.0 | -12 | -5 | 4.3 | -0.9 | -16 | 5
- CCC(C)NC(=O)C1CC(=O)N(CCc2ccc(F)cc2)C1 (stereo unspecified)
→ -3 | 3.6 | -2 | . | -1 | 1 | -0.2 | -3.0 | -13 | -13
- COc1ccc2c(c1)CCc1c(C(=O)NCCc3ccc(OC)c(OC)c3)noc1-2
→ -2 | 0.0 | -2 | 1.0 | -5 | . | 0.4 | 0.3 | -14 | 1
- O=C(O)C1CCCN1C(=O)c1cccs1 (stereo unspecified)
→ -4 | -0.1 | -15 | 1.3 | -1 | -3 | 1.3 | -1.0 | -21 | 2
- O=C(COC(=O)c1ccc(Br)cc1)NCc1ccc(F)cc1
→ 5 | -1.3 | . | -0.3 | -4 | -2 | 2.8 | -0.9 | -2 | -6
- Cc1nc(Cl)sc1C(=O)Nc1ccc(F)cc1
→ -6 | . | -14 | -2.5 | -1 | 0 | 3.8 | . | -10 | -8
- CCOCCCNC(=O)c1cn(CC)c2ccc(S(=O)(=O)N3CCCC3)cc2c1=O
→ 2 | 0.5 | -7 | -2.2 | 0 | -1 | -1.0 | 0.2 | -6 | 0
- CC(C)c1ccc(NC(=O)C2C3C=CC4(O3)C2C(=O)N(CCN2CCOCC2)C4C(=O)NC2CCCCC2)cc1 (stereo unspecified)
→ -10 | 4.8 | 16 | -2.3 | 0 | -1 | 0.4 | 1.3 | -5 | 5
- CCC(C)n1c(SCC(=O)NCCc2ccc(S(N)(=O)=O)cc2)nc2ccsc2c1=O (stereo unspecified)
→ -1 | 2.7 | -4 | -1.5 | -2 | . | 2.7 | 3.4 | -13 | -2
- CCNC(=O)NCCNC(=O)c1cc(OCC(F)(F)F)ccc1OCC(F)(F)F
→ 0 | 4.1 | -31 | 0.0 | -1 | 0 | 5.2 | -0.7 | -15 | -8
- COc1cccc(N2CC(C(=O)Nc3nnc(SCC(=O)NCC4CCCO4)s3)CC2=O)c1 (stereo unspecified)
→ 4 | -0.4 | -23 | -2.4 | 2 | 5 | -0.2 | -0.9 | -4 | -1
- C#CCOCCOCCOCCNc1nc(N2CCOCC2)nc(N2CCN(C(=O)[C@H](CC(N)=O)n3cc(C(N)[C@@H](C)CC)nn3)CC2)n1 (stereo partly specified)
→ 11 | 4.1 | 20 | 0.7 | -1 | 0 | 2.6 | -0.3 | 2 | -7
- COc1cc2[nH]c3c(c2cc1OC)CCN1CCCC[C@@H]31
→ -2 | 6.2 | -10 | -9.1 | 2 | 0 | 4.5 | -0.3 | -10 | 7
- CC(NC(=O)CCC(=O)Nc1ccccc1O)c1ccccc1 (stereo unspecified)
→ . | -0.2 | . | . | . | 3 | 0.5 | -0.3 | . | .
- CC1CC(C)CN(C(=O)CCn2c(=O)oc3ccccc32)C1 (stereo unspecified)
→ 14 | -1.7 | -11 | 14 | 3 | 1 | 0.3 | -3.5 | -13 | -6
- CCSc1nnc(NC(=O)C2CCN(S(=O)(=O)c3ccccc3C(F)(F)F)CC2)s1
→ -7 | 2.4 | -14 | -0.6 | 2 | 0 | -0.7 | 1.2 | 11 | 4
- O=C(CNC(=O)C1COc2ccccc2O1)N/N=C\c1cccc(O)c1 (stereo unspecified)
→ -1 | 1.7 | -2 | 0.4 | -1 | 7 | 4.1 | -3.9 | 8 | 9
- Cc1nonc1-c1ccc2c(c1)OCO2
→ -2 | 0.2 | 7 | 0.4 | -2 | 0 | -2.9 | -0.7 | -16 | -2
- O=C(NCCC1CCCCN1S(=O)(=O)c1cccs1)C(=O)Nc1ccccc1F (stereo unspecified)
→ 2 | 0.2 | -4 | 0.9 | 0 | 3 | 2.1 | 1.2 | -2 | -4
- COc1ccc(C(CC(=O)NCc2ccco2)c2ccc(F)cc2)cc1 (stereo unspecified)
→ -5 | 1.7 | . | -2.1 | -4 | . | 0.2 | 1.7 | -10 | .
- COc1ccc(C(=O)Nc2cccc(-c3ccc(N4CCOCC4)nn3)c2)cc1
→ -6 | 0.3 | . | -1.7 | 2 | 19 | 2.9 | -0.3 | -9 | -16
- COc1ccc(CNC(=O)c2nccnc2CO)cc1
→ 0 | . | 22 | -0.2 | -1 | 11 | 3.3 | . | -18 | 0
- CCN(CCCNC(=O)C1CCN(S(=O)(=O)N2CCOCC2)CC1)c1cccc(C)c1
→ 8 | 4.4 | 20 | -0.4 | -1 | . | 1.3 | 1.8 | -11 | -4
- O=C(COc1ncnc2c1cnn2-c1ccccc1)Nc1ccc(S(=O)(=O)N2CCCCC2)cc1
→ -2 | 0.9 | 13 | -1.3 | -3 | -3 | -0.4 | 2.7 | -13 | 7
- C=CCN1c2ccccc2[C@]23C[C@@H](C(=O)OC)N(C(=O)NCCC)C2=NC(C(=O)OC)=C(C(=O)OC)[C@H]13
→ -12 | 5.5 | 5 | -0.4 | -3 | -6 | 0.9 | 3.2 | 9 | 1
- COc1ccccc1CN(Cc1ccco1)S(=O)(=O)c1ccc(-n2cnnn2)c(OC)c1
→ 21 | 4.0 | 3 | -3.5 | -3 | -2 | -0.2 | -0.1 | 2 | 0
- O=C(Cc1ccc2c(c1)OCCO2)N1CCN(S(=O)(=O)c2cccc(C(F)(F)F)c2)CC1
→ 13 | -1.3 | 29 | -0.7 | -3 | . | 2.3 | -1.3 | -9 | 1
- O=C(Nc1ccccc1Br)c1ccc2nccnc2c1
→ -1 | 2.3 | 3 | -2.5 | 0 | 20 | 0.3 | 2.8 | -14 | -6
- Cc1ccccc1OCC(=O)Nc1ccccc1C(=O)N1CCCCC1
→ 1 | 1.1 | -7 | -2.5 | -3 | 7 | 0.6 | -1.4 | -13 | 4
- CN(C)/C(=N\S(=O)(=O)c1ccc(Br)cc1)c1ccccc1
→ 5 | 0.9 | -32 | -2.2 | -4 | -1 | -2.2 | 1.5 | -20 | 0

Quoted at random: 5 entries already listed, in no set order.
Order of values – Tat transport | AddAB inh | PfHsp90 yeast 2 | CAL PDZ inh | DAGLB inhibitor | Wnt bcat act | phage Ecoli inh | E coli growth | PvdQ inh | Rtt109 Vps75
- CN(C)/C(=N\S(=O)(=O)c1ccc(Br)cc1)c1ccccc1
→ 5 | 0.9 | -32 | -2.2 | -4 | -1 | -2.2 | 1.5 | -20 | 0
- O=C(Nc1ccccc1Br)c1ccc2nccnc2c1
→ -1 | 2.3 | 3 | -2.5 | 0 | 20 | 0.3 | 2.8 | -14 | -6
- COc1ccc(C(=O)Nc2cccc(-c3ccc(N4CCOCC4)nn3)c2)cc1
→ -6 | 0.3 | . | -1.7 | 2 | 19 | 2.9 | -0.3 | -9 | -16
- COc1ccccc1CN(Cc1ccco1)S(=O)(=O)c1ccc(-n2cnnn2)c(OC)c1
→ 21 | 4.0 | 3 | -3.5 | -3 | -2 | -0.2 | -0.1 | 2 | 0
- C=CCN1c2ccccc2[C@]23C[C@@H](C(=O)OC)N(C(=O)NCCC)C2=NC(C(=O)OC)=C(C(=O)OC)[C@H]13
→ -12 | 5.5 | 5 | -0.4 | -3 | -6 | 0.9 | 3.2 | 9 | 1

Remaining list, next part.
Order of values – Tat transport | AddAB inh | PfHsp90 yeast 2 | CAL PDZ inh | DAGLB inhibitor | Wnt bcat act | phage Ecoli inh | E coli growth | PvdQ inh | Rtt109 Vps75
- Clc1ccc(-c2nnc(C3CCCCC3)o2)cc1
→ 0 | 0.5 | -14 | -0.3 | -8 | 27 | 6.1 | 1.0 | -13 | -4
- CC(=O)N1N=C(c2ccc(C(C)(C)C)cc2)OC1(C)C
→ 2 | 0.4 | -4 | -0.4 | -10 | 1 | 3.5 | -1.8 | -7 | -4
- CC(C)n1cnc2c(Nc3ccc(F)c(Cl)c3)nc(NCCO)nc21
→ -6 | 0.9 | 11 | -0.4 | 3 | 10 | 1.0 | 2.7 | -7 | 4
- Cc1ccc(C(C(=O)NCc2ccc(F)cc2)N(Cc2ccco2)C(=O)c2snc(C(N)=O)c2N)o1 (stereo unspecified)
→ 8 | 4.9 | -10 | -2.1 | 4 | -3 | 1.8 | -1.1 | -4 | -7
- CCOc1ccc2[nH]c(=O)c(CN(Cc3ccco3)C(=O)c3cccc(F)c3)cc2c1
→ 1 | -2.0 | -11 | 1.1 | 2 | . | . | -2.2 | 10 | 13
- Cn1c(SCC(=O)N/N=C/c2cccnc2)nnc1-c1ccccc1
→ -5 | 1.9 | 6 | 0.6 | -6 | 5 | -1.8 | 1.5 | 8 | -3
- CCS(=O)(=O)N1CCCC(C(=O)NCCCOC)C1 (stereo unspecified)
→ -8 | 0.8 | 10 | . | -5 | . | 2.6 | -0.2 | -10 | -19
- CCOC(=O)c1cnn(-c2ccc([N+](=O)[O-])cc2)c1N
→ 2 | 1.7 | -12 | 0.2 | 0 | -2 | 2.4 | 0.6 | 6 | -5
- COc1ccccc1CCc1nnc(CCC(=O)NCC(C)Oc2cccnc2)o1 (stereo unspecified)
→ 10 | 2.3 | -9 | -1.1 | -3 | -4 | 0.5 | 0.6 | -5 | 0
- COc1ccccc1NC(=S)NC(=O)CC(C)C
→ 1 | 1.1 | -11 | -0.3 | -5 | . | -0.5 | 0.1 | -6 | 1
- COc1ccc(S(=O)(=O)NCCC(=O)NC(C)c2ccccc2)cc1 (stereo unspecified)
→ -2 | 0.6 | 9 | -0.8 | 0 | 0 | 1.9 | -1.7 | -6 | -8
- O=C(CCCc1nc(-c2ccccc2)no1)Nc1cccnc1
→ -3 | 0.2 | -4 | -0.9 | 0 | 3 | 2.6 | -2.5 | -11 | -1
- O=C(c1ccc([N+](=O)[O-])cc1)N1CCN(c2ncc(Br)cn2)CC1
→ -2 | 1.8 | 36 | 0.1 | -2 | 0 | -0.8 | -0.8 | -6 | -2
- COc1ccccc1NS(=O)(=O)c1ccc(C(=O)NCc2ccc(S(N)(=O)=O)cc2)cc1
→ 3 | 0.2 | 0 | -0.9 | 0 | -3 | 3.3 | -1.6 | -8 | 2
- O=C(C1CCC1)N1CCc2cc(S(=O)(=O)NCc3cccnc3)ccc21
→ -8 | 0.8 | 13 | -1.2 | -1 | . | 0.8 | -3.0 | -21 | -6
- COc1ccc(CCNC(=O)CN(c2ccc(OC)cc2)S(C)(=O)=O)cc1
→ 1 | 0.6 | -49 | -2.6 | -4 | -3 | 2.1 | 0.3 | -14 | 1
- Cc1c(NC(=O)c2cc(-c3cccc(Cl)c3)on2)c(=O)n(-c2ccccc2)n1C
→ -1 | 2.0 | 7 | -0.5 | -2 | -3 | 1.4 | -0.2 | 7 | 2
- CCOc1ccc(CNCCc2ccc(S(N)(=O)=O)cc2)cc1
→ 1 | -0.8 | 17 | -0.1 | 3 | -1 | 4.6 | 0.6 | -15 | -13
- CCN(CC)S(=O)(=O)c1cc(NC(=O)CSc2nnc(N)s2)ccc1C
→ 0 | -1.2 | 5 | -0.2 | -1 | -1 | 0.5 | -0.9 | 4 | -10
- S=C(NCCCc1ccccc1)Nc1ccccc1Cl
→ -2 | 6.8 | 17 | -0.7 | -4 | 6 | 8.4 | 0.8 | -1 | 10
